aSyn rescue: qHTS of alpha-syn Inhibitors. Yeast expressing alpha-synuclein, growth rescue, BacTiter-Glo, 24 h. 370,000 tested, 0.14% active. Potency, µM (series often up to 46.1 µM), without a hit: at the top dose growth rescue (activation), hits mostly activators; also: potency is read from the fitted curve at half-maximal effect; % of control where 0% means no effect; nearly all actives have a fitted effect of over 65% in size
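Readout is rescue of growth in alpha-synuclein-expressing yeast, so inhibitors of toxicity appear as activators. Growth after 24 hr at 30 deg C in galactose medium is quantified by luminescence.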
PTHR1 ag: qHTS for PTHR1 Agonists: Primary Screen. Parathyroid hormone/parathyroid hormone-related peptide receptor (Homo sapiens), Q03431. HEK293 GP2 PTHR1 cells, GloSensor cAMP luminescence, 1 h. Potency, µM (highest dose often 115 µM), for inactives: top-dose activation, usual class: activators. 410,000 tested, 0.075% active. AID 743266, 2014; also: potency is read from the fitted curve at half-maximal effect; nearly all actives have a fitted effect of over 55% in size; some results filed as inactive show a strong effect at the top dose; inactives centre near -15; many of its hits are not listed in these tables
Target sequence (Q03431 whole entry, looked up): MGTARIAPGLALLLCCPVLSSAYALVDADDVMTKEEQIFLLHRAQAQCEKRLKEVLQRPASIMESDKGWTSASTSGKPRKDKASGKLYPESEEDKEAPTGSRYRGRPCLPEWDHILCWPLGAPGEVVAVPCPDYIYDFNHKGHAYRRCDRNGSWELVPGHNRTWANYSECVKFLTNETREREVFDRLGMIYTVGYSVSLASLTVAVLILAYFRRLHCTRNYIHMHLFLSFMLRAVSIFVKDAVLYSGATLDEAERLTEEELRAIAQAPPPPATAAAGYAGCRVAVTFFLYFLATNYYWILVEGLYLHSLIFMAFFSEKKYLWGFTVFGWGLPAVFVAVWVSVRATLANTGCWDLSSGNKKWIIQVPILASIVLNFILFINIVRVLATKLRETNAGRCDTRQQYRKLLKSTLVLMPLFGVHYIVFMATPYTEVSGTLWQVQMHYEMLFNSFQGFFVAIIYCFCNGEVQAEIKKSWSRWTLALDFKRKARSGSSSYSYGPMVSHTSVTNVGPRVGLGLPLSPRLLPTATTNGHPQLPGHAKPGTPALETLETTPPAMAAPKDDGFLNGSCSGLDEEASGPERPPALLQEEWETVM
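HEK-293-derived GP2 cells expressing PTHR1 and a GloSensor cAMP reporter, 3,000/well, plated overnight, given luciferin plus IBMX (each 0.5 mM as added) for 1 h at 37 °C, then compound for 1 h at 37 °C. Luminescence was read after 15 min at room temperature.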
DRD3 antagonist: qHTS of D3 Dopamine Receptor Antagonist: qHTS | 360,000 tested, 2.5% active | max response, negative = inhibition, % | D(3) dopamine receptor (Homo sapiens), P35462 | D3R cells, DiscoveRx beta-arrestin luminescence, antagonist mode; hits give low values; in the data active = max response below about -50%; inconclusive = no clear call, values can overlap the other calls; also: % is scaled to controls: 0 for no effect and ±100 for the full control effect; mostly tested at two doses, the higher about 12 µM
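Cells expressing the human receptor were seeded at 1500 cells/well, incubated overnight at 37 degrees C in 5% CO2, then exposed to library compounds with dopamine controls for 90 minutes at 37 degrees C before luminescent detection.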
TDP-43 yeast inh: qHTS of TDP-43 Inhibitors. TDP-43 expressing yeast growth rescue, BacTiter-Glo, 24 h. 410,000 tested, 1.8% active. Potency, µM (titrated, usually from 46.1 µM), inactives show at the highest dose growth rescue (activation), actives largely listed as activators; also: potency is read from the fitted curve at half-maximal effect; % of control where 0% means no effect; nearly all actives have a fitted effect of over 50% in size
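Luminescence from BacTiter-Glo reports growth of TDP-43-expressing yeast after 24 hr at 30 deg C with compound. Cells were raffinose-pregrown to mid-log, then seeded in galactose medium at OD600=0.02.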
DRD3 agonist: qHTS of D3 Dopamine Receptor Agonist: qHTS; 410,000 tested, 0.58% active; AID 652048, 2013; D3R DiscoveRx beta-arrestin cells, luminescence, 90 min; D(3) dopamine receptor (Homo sapiens), P35462; max activation, %; in the data active = max activation above about 30%; also: 0% is about no effect; mostly tested at two doses, the higher about 12 µM
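Agonist-mode cell screen: cells plated at 1500/well and incubated overnight at 37 °C, then exposed to library compounds for 90 min at 37 °C. Detection reagent was added for 30–60 min at room temperature, and luminescence was read.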
GLP-1R inv ag: qHTS of GLP-1 Receptor Inverse Agonists (Inhibition Mode); Glucagon-like peptide 1 receptor (Homo sapiens), P43220; HEK293 GLP-1R CRE-luciferase, luminescence, 24 h; GLP-1R form is constitutively active; Potency, µM (titrated, usually from 38.3 µM), for the others: at the highest dose activity change, negative = inhibition, usual class: inhibitors; 410,000 tested, 1.6% active; also: potency is read from the fitted curve at half-maximal effect; % is scaled to controls: 0 for no effect and ±100 for the full control effect; nearly all actives have a fitted effect of over 55% in size
Target sequence (P43220 whole entry, looked up): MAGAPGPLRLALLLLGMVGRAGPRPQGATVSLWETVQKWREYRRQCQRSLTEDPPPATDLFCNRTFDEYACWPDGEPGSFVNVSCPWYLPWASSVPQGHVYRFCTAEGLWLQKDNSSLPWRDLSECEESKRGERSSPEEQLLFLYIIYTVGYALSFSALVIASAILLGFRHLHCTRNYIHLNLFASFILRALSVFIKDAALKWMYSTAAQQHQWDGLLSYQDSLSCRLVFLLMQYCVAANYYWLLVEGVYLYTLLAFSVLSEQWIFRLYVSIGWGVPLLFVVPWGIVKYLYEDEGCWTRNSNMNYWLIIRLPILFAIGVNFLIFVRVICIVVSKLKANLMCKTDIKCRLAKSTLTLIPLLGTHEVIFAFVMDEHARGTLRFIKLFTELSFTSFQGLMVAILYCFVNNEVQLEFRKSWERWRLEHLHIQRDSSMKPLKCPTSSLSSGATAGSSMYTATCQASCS
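Cells are plated, allowed 12 hours at 37 deg C, then treated with compounds for 24 hr before luciferase detection reagent is added and luminescence is read after 12 min at room temperature. The HEK293 line carries constitutively active GLP-1R with a cAMP-responsive reporter.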
GLP-1R agonist: qHTS of GLP-1 Receptor Agonists | Potency, µM (titrated, usually from 45.6 µM), for inactives: at the top dose activation, hits mostly activators | HEK293 GLP-1R CRE-luciferase, luminescence, 4-6 h; cells express a hypersensitive GLP-1R form | Glucagon-like peptide 1 receptor (Homo sapiens), P43220 | 380,000 tested, 0.007% active; also: potency is read from the fitted curve at half-maximal effect; % of control where 0% means no effect
KB-V1 cytotox: qHTS assay for MDR1-selective chemotherapeutics: Primary screen using the drug-selected MDR subline cells KB-V1; 400,000 tested, 3.4% active; KB-V1 MDR cells viability, CellTiter-Glo, 72 h; Potency, µM (series often up to 46.1 µM), inactives show at the top dose activity change, negative = cytotoxicity, usual class: cytotoxic; also: potency is read from the fitted curve at half-maximal effect; % is scaled to controls: 0 for no effect and ±100 for the full control effect; nearly all actives have a fitted effect of over 60% in size
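Compound-treated KB-V1 multidrug-resistant cells, 72 h, 37 degrees C; viability by CellTiter-Glo. Fitted qHTS curves give the values.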
GLP1R cytotox: qHTS of GLP-1 Receptor Inverse Agonists: Cytotox Screen | HEK293 cAMP-luciferase reporter cells, luminescence, 24 h | Potency, µM (highest dose often 38.3 µM), for the others: top-dose activity change, negative = inhibition, actives largely listed as inhibitors | 410,000 tested, 0.13% active;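 also: loss of luciferase light is scored as toxicity; potency is read from the fitted curve at half-maximal effect; % is scaled to controls: 0 for no effect and ±100 for the full control effect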
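Cells in DMEM/10% Nu serum/1% pen-strep, 1536-well format. Pre-incubated 12 h, dosed with 23 nL compound, incubated a further 24 h. Luciferase detection, 12 min at room temp, luminescence.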
The depositor's hits bear a star; i = inactive; ? = inconclusive; . = not tested or not shown; [ ] = another dose, or the depositor's remark. Unless noted, calls follow the shape of the dose curve; as a rule, active = well fitted curve in the direction sought with a large enough effect; inconclusive = small, poorly fitted or top-dose-only effect, or another doubt; inactive = no such curve, though single readings can be large; an effect the other way counts as inactive or inconclusive. The list is partial, so the mix of outcomes need not match the whole.

SMILES	aSyn rescue	PTHR1 ag	DRD3 antagonist	TDP-43 yeast inh	DRD3 agonist	GLP-1R inv ag	GLP-1R agonist	KB-V1 cytotox	GLP1R cytotox
CCOc1ccc2cc(C3CC(c4ccco4)=NN3S(C)(=O)=O)c(=O)[nH]c2c1 (stereo unspecified)	2%	i	15	-1%	-5	53%[activator]	2%	17%	-1%
O=C(Cn1c(=O)oc2cc(S(=O)(=O)NCc3ccccc3)ccc21)Nc1ccc(F)c(Cl)c1	.	-23%	.	15%	2	-3%	.	22%	-4%
CCn1c2ccccc2c2cc(NC(=O)CCCN3C(=O)CCC3=O)ccc21	0%	i	-17	4%	-3	?	5%	-18%	-11%
CCOc1ccc(C(=O)OCC(=O)NC2CCCCCCC2)cc1	4%	-33%[inhibitor]	5	?	1	?	13%	9%	7%
Cc1cccc(C(=O)OC(C)CN2C(C)CCCC2C)c1 (stereo unspecified)	-6%	27%	4	0%	-7	-13%	1%	18%	-3%
COC(=O)C(C)n1cnc2c(nnn2-c2cccc(OC)c2)c1=O (stereo unspecified)	1%	-15%	2	-14%	6	20%	10%	-21%	0%
Cn1c(=O)n(Cc2ccc(F)cc2)c(=O)c2c1nc1n2CCCN1Cc1ccccc1	3%	-24%	0	9%	5	?	10%	?	-2%
COc1cc(C(=O)NCCC2=CCCCC2)ccc1OC1CCN(C(C)=O)CC1	-6%	i	8	9%	-1	-17%	6%	?	4%
Cc1c(C(=O)NCCO)sc2nc3n(c(=O)c12)CCC3	-6%	3%	-11	-22%	0	-11%	3%	1%	0%
O=C(Nc1nc(-c2ccco2)cs1)c1ccccc1	-51%[inhibitor]	-48%[inhibitor]	28	13µM*	6	?	-5%	-2%	-3%
O=C(CCC(=O)c1ccc(-c2ccccc2)cc1)Nc1cccnc1	5%	-3%	0	-3%	-1	-5%	-4%	-1%	5%
O=C(Cc1nc2ccccc2[nH]1)c1ccc([N+](=O)[O-])cc1	10%	-7%	-15	5%	-14	60%[activator]	4%	-2%	4%
CCc1ccc(NC(=O)COc2ccc3c(c2)OCO3)cc1	0%	i	16	?	1	?	25%	-13%	2%
Cc1cccc(N2CCN(C(=O)c3cc(S(=O)(=O)N4CCCC4)cn3C)CC2)c1C	-3%	-24%	?	6%	0	?	10%	0%	-23%
CCOc1ccc(CCNC(=O)COC(=O)COc2ccc(Br)cc2)cc1OCC	1%	-17%	11	-5%	-1	19%	17%	.	-1%
COc1ccc(-n2nnc3c(SCC(=O)NCC4CCCO4)ncnc32)cc1 (stereo unspecified)	5%	-95%[inhibitor]	0	4%	6	4%	-4%	-7%	?
O=c1c2ccccc2c(/C=N/n2cnnc2)c(O)n1-c1ccccc1F	28%	-1%[57.5 µM]	-5	-16%	-1	1%	-9%	11%	332%[activator]
O=C(c1n[nH]c2ccccc12)N1CCN(S(=O)(=O)c2ccc(Cl)cc2)CC1	0%	-70%	7	19%	0	-24%	11%	-7%	-6%
Cc1cc(C(=O)Nc2ccc(S(=O)(=O)N3CCCC3)cc2)no1	1%	i	-9	4%	3	-1%[7.66 µM]	-1%	-18%	1%[7.66 µM]
COc1ccc(NC(=O)CSc2ccc3nnc(-c4cccnc4)n3n2)cc1OC	-1%	i	-10	10%	-5	22%	2%	8%	-7%
CCCNC(=O)C1(C)CCN(C(=O)Cc2ccc(OC)c(OC)c2)C1 (stereo unspecified)	?	-23%	18	25%	2	17%	-1%	5%	2%
COc1ccc(CNS(=O)(=O)c2cc(-c3cc(C)no3)ccc2OC)cc1OC	0%	i	-11	-10%	-4	-5%	-5%	18%	3%
Clc1ccccc1/C=N/NC1=Nc2cccc3cccc1c23	-2%	-25%	14	27%	6	3%	1%	-13%	-19%
O=C(N/C=N/OCc1ccc(Cl)cc1Cl)NOCc1ncc(C(F)(F)F)cc1Cl	-8%	-39%[inhibitor][57.5 µM]	41	?	7	?	-23%	-26%	-19%
O=C(CCc1nnc2ccc(N3CCCCC3)nn12)NCc1ccco1	2%	?	-2	8%	-3	-8%	0%	?	-5%
NC(=O)c1cc[n+](CC(=O)c2ccc(NC(=O)c3ccccc3)cc2)cc1	-3%	i	-7	-12%	-6	11%	-5%	-5%	0%
CCCCCn1c(CN2CCN(c3cc(Cl)ccc3C)CC2)nc2c1c(=O)[nH]c(=O)n2C	-1%	18%[57.5 µM]	18	-14%	87*	7%	13%	?	5%
CCOc1cc(CNc2ccc3c(c2)OCCO3)cc(Br)c1OCC(N)=O	10%	-63%[inhibitor]	-21	-23%	-14	-7%	5%	-30%	-1%
Cc1ccccc1OCCCn1c(=O)sc2ccccc21	-12%	i	-7	?	0	?	10%	-9%	-4%
COC(=O)c1nnn(-c2nc(N(C)C)nc(N(C)C)n2)c1C	0%	-13%	-17	.	-12	12%	3%	-16%	5%
CCOC(=O)C1(C(F)(F)F)N=C(N(C)C)OC(N(C)C)=N1	-1%	-8%	-4	6%	-3	0%	-1%	2%	19%
O=C(Cc1ccccc1[N+](=O)[O-])N/N=C/c1cccnc1	-6%	i	-5	-3%	-4	18%	9%	?	-5%
O=C(Cn1cc(C(F)(F)F)cc(Cl)c1=O)NC1CCS(=O)(=O)C1 (stereo unspecified)	-6%	-4%	-22	5%	-7	2%	1%	30%	19%
CCOc1ccccc1NC(=O)COC(=O)c1ccc(S(=O)(=O)N2CCCC2)cc1	7%	-10%	27	10%	2	-9%	-9%	1%	2%
COc1ccc(Cl)cc1S(=O)(=O)N1CCC(C(=O)NCc2ccccn2)CC1	-2%	-14%	-1	-9%	-12	-8%	8%	5%	13%
Cc1cc(NC2CCCC2)n2nc(C)c(-c3ccccc3)c2n1	-3%	-14%	-25	-14%	10	?	?	7%	0%
Cc1nc2scc(-c3cccs3)c2c(=O)n1N	0%	-20%	-2	?	14	16%	5%	-11%	13%
CC(C)(C)NC(=O)CSc1nc(N)cc(=O)[nH]1	0%	i	11	-12%[0.397 µM]	11	23%	4%	26%	-7%
O=C(NCCCN1CCCC1)c1ccc2c(c1)N(Cc1cccc(Cl)c1)C(=O)c1ccccc1S2(=O)=O	-3%	i	8	1%	-1	?	-5%	17%	2%
Cc1ccc(Cn2c(=O)n(-c3cccc(C(F)(F)F)c3)c(=O)c3c(C)c(C)sc32)c(C)c1	.	i	.	14%	-5	1%	.	6%	-11%
O=C(NCCNc1ccc(Cl)cc1[N+](=O)[O-])c1cccnc1	-1%	-9%	-27	-18%	-13	-18%	22%	?	?
O=C(OCc1ccc(Cl)cc1)c1cnccn1	-2%	-5%[57.5 µM]	-22	2%	-2	28%	-7%	24%	17%
CCOc1ccc(N(CC(=O)N2CCOCC2)S(=O)(=O)c2ccc(F)cc2)cc1	-2%	i	-16	8%	-5	5%	-3%	?	15%
CC(C)OP(=O)(OC(C)C)C(NC(=O)c1ccc(Br)cc1)c1ccccc1 (stereo unspecified)	-1%	i	25	-6%	-11	-27%	-4%	3.7µM*	-14%
CC1CCN(C(=O)c2cc(-c3ccc4c(c3)OCO4)on2)CC1	2%	-20%	8	14%	5	?	17%	0%	5%
CCc1nc2c(OCc3ccc(OC(F)F)cc3)cccn2c1N(C)C(=O)c1ccc(OC)cc1	-2%	-10%	0	20%	-12	-27%	-5%	?	-5%
CC1=NCCN1CCNC(=O)Nc1ccc(F)cc1	-2%	i	38	-4%[1.82 µM]	2	-12%	4%	?	-5%
O=C(O)c1ccccc1-c1ccccc1C(=O)NCc1ccco1	-3%	i	-20	3%	-2	-2%	-6%	-7%	-4%

Overlap with the part before: two compounds; new compounds follow.
SMILES	aSyn rescue	PTHR1 ag	DRD3 antagonist	TDP-43 yeast inh	DRD3 agonist	GLP-1R inv ag	GLP-1R agonist	KB-V1 cytotox	GLP1R cytotox
CC1=NCCN1CCNC(=O)Nc1ccc(F)cc1	-2%	i	38	-4%[1.82 µM]	2	-12%	4%	?	-5%
O=C(O)c1ccccc1-c1ccccc1C(=O)NCc1ccco1	-3%	i	-20	3%	-2	-2%	-6%	-7%	-4%
COc1cccc(C2CC(=O)Nc3cc(OC)c(OC)c(OC)c32)c1OC (stereo unspecified)	6%	i	6	17%	2	12%	?	?	-7%
COc1ccc(Cc2c(-c3ccc(C)cc3)nc3ccc(Cl)cn23)c(C)c1	1%	-55%[inhibitor]	-5	20%	-11	-11%	6%	14%	-15%
CC(C)=CC(=O)Nc1ccccc1Br	-2%	-89%	-20	-15%	-25	0%	21%	2%	0%
CCN(CC)c1ccc(S(=O)(=O)N2CCOCC2)cc1NC(=O)COC(=O)C1=COCCO1	3%	-8%	13	-19%	1	64%[activator]	19%	-2%	-8%
Cc1cc(S(=O)(=O)n2cnc3cc([N+](=O)[O-])ccc32)ccc1Cl	8%	i	10	7%	4	-9%	-13%	0%	-2%
CCCn1c(CN2CCN(C(=O)OCC)CC2)nc2cc([N+](=O)[O-])ccc21	10%	-6%	10	24%	1	14%	2%	?	-2%
COc1cccc(OC)c1C(=O)NC(=S)N1CCOCC1	-6%	-16%	-19	5%[9.22 µM]	-9	11%[7.66 µM]	1%	-11%	0%[7.66 µM]

As a short view, two of the compounds above:
SMILES	aSyn rescue	PTHR1 ag	DRD3 antagonist	TDP-43 yeast inh	DRD3 agonist	GLP-1R inv ag	GLP-1R agonist	KB-V1 cytotox	GLP1R cytotox
CCCn1c(CN2CCN(C(=O)OCC)CC2)nc2cc([N+](=O)[O-])ccc21	10%	-6%	10	24%	1	14%	2%	?	-2%
COc1cccc(OC)c1C(=O)NC(=S)N1CCOCC1	-6%	-16%	-19	5%[9.22 µM]	-9	11%[7.66 µM]	1%	-11%	0%[7.66 µM]
